Screens (PubChem BioAssay)
Kir21 inh: blocks the mouse Kir2.1 inward-rectifier potassium channel; B-score at 10 µM; HEK293-Kir2.1, FluxOR thallium flux fluorescence; stronger effect = lower value; actives 0.85% (n = 310,000); AID 1672;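 active = fluorescence ratio B-score at or below minus 3 SD of library scores, with starting-brightness B-score within 2 SD, cut at about -4.2 in these data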;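 also: channel flux triggered by added potassium and thallium sulfate stimulus; B-score of peak minus minimum fluorescence over baseline after thallium stimulus; more negative B-score means stronger Kir2.1 block with less thallium influx; some compounds called inactive have numbers as strong as hits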
Target sequence (P35561 whole entry, looked up): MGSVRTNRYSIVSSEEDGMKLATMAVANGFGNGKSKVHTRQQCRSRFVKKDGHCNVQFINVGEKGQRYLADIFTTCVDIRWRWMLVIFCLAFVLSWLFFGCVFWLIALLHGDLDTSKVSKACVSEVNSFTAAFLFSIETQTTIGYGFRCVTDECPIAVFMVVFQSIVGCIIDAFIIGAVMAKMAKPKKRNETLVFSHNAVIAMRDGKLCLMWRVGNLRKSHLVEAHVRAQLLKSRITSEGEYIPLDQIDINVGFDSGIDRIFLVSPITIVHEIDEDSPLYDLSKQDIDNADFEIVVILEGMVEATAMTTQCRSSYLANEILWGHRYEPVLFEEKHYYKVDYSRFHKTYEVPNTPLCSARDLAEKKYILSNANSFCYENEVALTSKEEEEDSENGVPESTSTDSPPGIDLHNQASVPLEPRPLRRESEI
CHT block: inhibits the human high affinity choline transporter; Q9GZV3; CHT-expressing cells, membrane potential dye, choline response; stronger effect = lower value; B-score at 10 µM; actives 0.86% (n = 310,000);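 active = B-score over 3 SD under the library average, and starting fluorescence ratio not unusually high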;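 also: choline stimulus applied at its EC90 after an EC20 pre-addition; B-score computed on integrated fluorescence ratio after choline addition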
Target sequence (Q9GZV3 whole entry, looked up): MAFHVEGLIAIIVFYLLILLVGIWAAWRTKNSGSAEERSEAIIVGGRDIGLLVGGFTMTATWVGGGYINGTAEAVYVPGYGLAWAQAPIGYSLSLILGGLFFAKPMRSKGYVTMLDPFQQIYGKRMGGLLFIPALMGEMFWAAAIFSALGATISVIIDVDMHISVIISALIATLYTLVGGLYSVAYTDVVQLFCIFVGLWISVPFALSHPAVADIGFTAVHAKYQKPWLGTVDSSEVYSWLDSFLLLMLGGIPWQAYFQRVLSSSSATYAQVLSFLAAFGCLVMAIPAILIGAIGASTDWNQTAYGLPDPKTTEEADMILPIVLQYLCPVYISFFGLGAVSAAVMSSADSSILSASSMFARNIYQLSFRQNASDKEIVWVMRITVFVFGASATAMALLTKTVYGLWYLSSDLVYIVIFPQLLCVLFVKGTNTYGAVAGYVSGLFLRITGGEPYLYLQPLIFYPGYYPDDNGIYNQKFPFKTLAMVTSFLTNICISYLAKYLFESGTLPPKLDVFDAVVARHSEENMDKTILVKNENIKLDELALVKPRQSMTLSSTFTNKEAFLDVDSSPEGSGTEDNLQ
KCNQ2 block: KCNQ2 channel blockers in CHO-K1 cells – cell-based, FluxOR thallium flux, B-score, primary screen (AID 2156). 20 min; stronger effect = lower value. O88943. actives 1.1% (n = 310,000). B-score at 10 µM;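 active = fluorescence ratio B-score at most minus 3 library SDs, with starting brightness B-score within 2 library SDs, cut at about -5.5 in these data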
* = called active by the depositor; i = inactive; nt = not tested or not shown.

SMILES	Kir21 inh	CHT block	KCNQ2 block
CC(C)CNS(=O)(=O)c1ccc(CCC(=O)N2CCN(c3ccc(F)cc3)CC2)cc1	0.36	i	i
COc1ccc(C2C3=C(CC(C)(C)CC3=O)Nc3c2c(=O)[nH]c(=O)n3Cc2ccccc2)cc1 (stereo not given)	0.84	i	i
Cc1occc1C(=O)NNC(=S)Nc1ccccc1C(F)(F)F	-1.36	i	i
N#C/C(=C\c1ccc2c(c1)OCO2)C(=O)NCc1ccco1	0.58	i	i
Cc1ccc(C2=NN(CCC(=O)NCCCN3CCOCC3)C(=O)CC2)cc1	1.31	i	i
CN(C)CCCN(C(=O)C1COc2ccccc2O1)c1nc2cc3c(cc2s1)OCO3 (stereo not given)	-0.79	i	i
O=C(N/N=C\c1ccc(F)cc1)c1ccc(Cn2cc(Br)c([N+](=O)[O-])n2)o1	0.49	i	i
O=C(COc1ccc(Cl)cc1Cl)Nc1noc2ccccc12	0.03	i	i
CNS(=O)(=O)c1cc(OC)ccc1OC	-0.45	i	i
CCOc1cc(/C=C2\N=C(SC)SC2=O)cc([N+](=O)[O-])c1OC(C)=O	-0.5	-5.2*	i
O=C1CCC2S/C(=C/Nc3ccc(C(F)(F)F)cc3)C(=O)N12 (stereo not given)	-0.84	i	i
Nc1ccc2nc(CCCCc3nc4ccccc4[nH]3)[nH]c2c1	-1.51	i	i
CN(C(=O)c1ccc(Br)o1)C1CCCCC1	1.77	i	i
CCCCN1C(=O)NC(NC(C)=O)(C(F)(F)F)C1=O (stereo not given)	1.06	i	i
COCCNC(=O)COC(=O)CSCc1nc2ccccc2s1	-0.16	i	i
CCOC(=O)N1CCC(n2c(SCC(=O)NCc3ccco3)nc3ccsc3c2=O)CC1	0.22	i	i
O=C(COc1ccc2ccccc2c1)NNC(=O)c1ccccc1	-1.44	i	i
Cc1ccc(-c2nc(-c3ccncc3)no2)cc1C	-0.25	i	i
CCOc1cc(S(=O)(=O)NCc2ccncc2)ccc1Cl	-0.72	i	i
c1ccc(OCc2noc(CN3CCC(C4CCCCC4)C3)n2)cc1 (stereo not given)	0.78	i	i

Quoted from the listing:
Entry of CCCCN1C(=O)NC(NC(C)=O)(C(F)(F)F)C1=O (stereo not given) in Kir21 inh: 1.06
Entry of CN(C(=O)c1ccc(Br)o1)C1CCCCC1 in Kir21 inh: 1.77
Entry of COCCNC(=O)COC(=O)CSCc1nc2ccccc2s1 in Kir21 inh: -0.16
Entry of O=C(COc1ccc2ccccc2c1)NNC(=O)c1ccccc1 in Kir21 inh: -1.44

Remaining list, next part
SMILES	Kir21 inh	CHT block	KCNQ2 block
CCN(C(=O)COC(=O)c1cccnc1SC)C1CCS(=O)(=O)C1 (stereo not given)	-0.47	i	i
Cc1ccc(C)c(NC(=O)CSc2nc3nc(-c4cccs4)cc(C(F)(F)F)c3c(=O)[nH]2)c1	-0.04	i	i
O=C(/C=C(\O)c1ccccc1)C(=O)NNC(=O)c1ccccc1	-1.01	i	i
Cc1ccc(OCCOC(=O)C2CCN(S(=O)(=O)c3ccc(C)c(C)c3)CC2)cc1	-1.39	i	i
CCOc1ncccc1C(=O)OCC(=O)c1ccccc1Br	-1.49	i	i
CCN(c1ccc(OC)cc1)S(=O)(=O)c1cc(-c2cc(C)no2)ccc1OC	0.52	i	i
COC(=O)[C@@H](NC(=O)N1CCN(c2cccc(C(F)(F)F)c2)CC1)C(C)C	-0.34	i	i
Cc1ccccc1C(=O)N1CCN(S(=O)(=O)c2cccs2)CC1	-0.13	i	i
Cc1ccc(C)c(NC(=O)C(OC(=O)c2ccc(NC(=O)CC#N)cc2)c2ccccc2)c1 (stereo not given)	2.1	i	i
CC(=O)Nc1ccc(NC(=O)C(=O)c2cn(CC(=O)N3CCCCC3)c3ccccc23)cc1	0.44	i	i
O=C1NCCCN1Cc1ccc(F)cc1Cl	-0.58	nt	i
CC1(C)CC(=O)C(Sc2nnc(-c3ccc(O)cc3)n2CC2CCCO2)C(=O)C1 (stereo not given)	0.15	i	i
COC(=O)c1ccccc1-c1ccc(C=O)o1	0.66	i	i
Cc1cc(C)n(-c2cc(N3CCOCC3)ncn2)n1	0.47	i	i
O=C(NC(=S)Nc1nc(-c2ccccc2)cs1)c1ccco1	-0.15	i	i
CCOc1ccccc1N1C(=O)CC(Sc2n[nH]c(-c3ccccc3)n2)C1=O (stereo not given)	-0.4	i	i
CN(Cc1ccccc1F)C(=O)c1ccc(NS(=O)(=O)c2ccc3[nH]c(=O)[nH]c3c2)cc1	-0.8	i	i
CC1CCCCN1CCCNC(=O)c1ccc(N2CCCC2=O)cc1 (stereo not given)	0.25	i	i
CN(Cc1cc(-c2ccccc2)on1)C(=O)c1cc(COc2c(F)cccc2F)on1	-0.92	i	i
CCOC(=O)CSc1nc2cc(C(F)(F)F)cnc2n1C	-0.72	i	i
COc1cc(C(=O)NCCOc2ccccc2)c(Br)c(OC)c1OC	0.13	i	i
CC(C)(C)NC(=O)CN(Cc1cccs1)C(=O)CNS(=O)(=O)c1ccc(F)cc1	-0.01	i	i
COCc1cc(=O)n2c(-c3ccc(C)cc3)n[nH]c2n1	1.43	i	i
CCn1c(N2CCC(Cc3ccccc3)CC2)nc2c1c(=O)[nH]c(=O)n2C	1.34	i	i
Cc1ccc(C)c(NC(=O)CN(C)C(=O)c2ccc(-n3cncn3)c([N+](=O)[O-])c2)c1	0.28	i	i
Cc1ccc2c(c1)nnn2C1CCN(S(=O)(=O)c2ccc(C(=O)N(C)C)cc2)CC1	-0.71	i	i
COc1ccc(OC)c(NC(=O)Nc2ccc3c(c2)OCO3)c1	-0.04	i	i
Cc1ccc(S(=O)(=O)N2CCOC23CCN(C(=O)c2ccccc2Br)CC3)cc1	0.61	i	i
O=C(O)c1sccc1SCc1ccc(Cl)cc1Cl	1.36	i	i
CC1CCCCN1C(=O)Cn1cc(C=O)c2ccccc21 (stereo not given)	-0.52	i	i
O=C(Nc1ccc(Br)cn1)c1cccc2ccccc12	2.51	i	i
COc1ccc(NC(=O)C2CCCN2C(=O)NCc2ccccc2)cc1OC (stereo not given)	1.25	i	i
CCOc1ccc(Cl)cc1S(=O)(=O)n1cnc2ccccc21	-1.3	i	i
Cc1ccccc1C1c2[nH]c3ccccc3c2CCN1Cc1cccn1-c1ncccn1 (stereo not given)	-0.64	i	i
CCOc1ccccc1NC(=O)c1ccccc1NS(C)(=O)=O	2.01	i	i
CC(=O)Nc1ccc(S(=O)(=O)CCC(=O)O)cc1	-0.29	i	i
CC1C(=O)Nc2ccc(S(=O)(=O)N3CCc4ccccc4C3)cc2NC1=O (stereo not given)	0.21	i	i
O=C(Nc1ccc(N2CCN(C(=O)C3CC3)CC2)cc1)c1cccs1	-0.82	i	i
Cc1n[nH]c(C)c1CCc1nc2c3ccccc3nc(SCC(=O)Nc3ccccc3F)n2n1	-0.01	i	i
COc1ccc(-c2nc(-c3ccccn3)nc(N3CCN(C)CC3)c2C#N)cc1	0.41	i	i
CCCCn1c(SCc2nc(N)nc(N3CCCCC3)n2)nc2c1c(=O)n(C)c(=O)n2C	-0.05	i	i
COc1ccc(N2C(=O)CCC(C(=O)N(C)CCc3ccccn3)C2c2ccc(OC)c(OC)c2)cc1 (stereo not given)	0.91	i	i
O=C(c1ccc(C(F)(F)F)cc1)N1CCCCC1	1.6	i	i
CC1CCN(C(=O)c2ccc(NS(=O)(=O)c3cccc4cccnc34)cc2)CC1	-0.48	i	i
CCOP(=O)(c1ccccc1)c1nc(-c2ccccc2C)oc1NCc1ccccc1 (stereo not given)	0.12	i	i
C=CCN=C(C)C1=C(O)CCC1=O	0.02	i	i
CCOC(=O)c1c(C)[nH]c(O)c1C=Nc1ccc(Cl)cc1	1.48	i	i
O=C(Nc1sc2c(c1C(=O)c1ccc(Cl)cc1)CCCC2)c1cccnc1	1.68	i	i
O=C(c1ccc(Cl)s1)N1CCN(c2ncccn2)CC1	0.02	i	i
Cc1ccc(OCC(=O)NCCCNC(=O)c2ccccn2)cc1	0.85	i	i
O=C(CCc1c[nH]c2ccccc12)NCCOc1ccccc1	-1.68	i	i
Cc1nc2ccc(Cl)cc2nc(C)/c1=N\O	-1.35	i	i
Cc1cc2cc(C#N)c(N3CCN(S(C)(=O)=O)CC3)nc2cc1C	0.49	i	i
CCn1c(SCC(=O)N2CCN(c3ccccc3)CC2)nnc1-c1ccoc1C	-1.66	i	i
CCN1CCN(C(=S)Nc2cc(C(=O)OC)ccc2C(=O)OC)CC1	-0.44	i	i
Cc1ccc(S(=O)(=O)NCC(=O)N(CC(=O)NCC2CCCO2)Cc2ccccc2Cl)cc1 (stereo not given)	-2.67	i	i
CCC(=O)N1CCc2cc(S(=O)(=O)CCC(=O)NCCc3ccccc3)ccc21	-1.11	i	i
NC(=O)C1(N2CCCCC2)CCN(C(=O)Nc2ccccc2C(F)(F)F)CC1	-0.93	i	i
Cc1cc(Br)c2c(c1)C(O)(N1CCCCC1C)C(=O)N2 (stereo not given)	-1.02	i	i
COc1ccccc1NS(=O)(=O)c1cc(NC(=O)c2cccs2)ccc1N1CCCCC1	-0.88	i	i

One compound at a time, from the list above. Values in the order: Kir21 inh, CHT block, KCNQ2 block
Record of Cc1ccc(S(=O)(=O)NCC(=O)N(CC(=O)NCC2CCCO2)Cc2ccccc2Cl)cc1 (stereo not given) = -2.67, i, i
Record of Cc1cc(Br)c2c(c1)C(O)(N1CCCCC1C)C(=O)N2 (stereo not given) = -1.02, i, i

(next part)
SMILES	Kir21 inh	CHT block	KCNQ2 block
CCOC(=O)C1CCCN(CC(=O)NC2=Nc3ccccc3N=C(C)C2c2ccccc2)C1 (stereo not given)	0.06	i	i
Cc1cc(OCC(=O)Nc2ccc(CN3CCCCC3)cc2)ccc1Cl	-1.16	i	i
C=C(C)Cn1c(=O)c(NC(=O)c2ccccc2)c2n(c1=S)CCC2	0.15	i	i
CCOC(=O)C1=C(C)NC(SC)=NC1c1ccccc1 (stereo not given)	-1.56	i	i
COc1ccc(-c2nnc(SCc3cc(C)cc(C)c3)o2)cc1	0.14	i	i
CCC(=O)NC(=S)NNC(=O)COc1ccc(Br)cc1	0.39	i	i
O=C(CN1CCN(S(=O)(=O)c2ccc(Br)cc2)CC1)N/N=C/c1ccccc1C(=O)O	-0.07	i	i
O=C(O)c1cccc(Nc2nc(C(F)(F)F)nc3ccccc23)c1	-0.83	i	i
O=C(COC(=O)c1ccc2c(c1)OCCO2)NCCC1=CCCCC1	-0.64	i	i
Cc1nn(-c2ccccc2)c(C)c1/C=N/n1cnnc1	0.77	i	i
CCCOc1ccc2ccccc2c1/C=C1\SC(=O)NC1=O	4.42	-6.39*	i
CC(=O)c1sc(-c2ccccc2)cc1N	-0.5	i	i
CCCC(=O)N1CCc2cc(OC)c(OC)cc2C1COc1ccccc1OC (stereo not given)	-0.21	i	i
O=C(C1CCN(S(=O)(=O)c2cnc[nH]2)CC1)N1CCn2c1nc1ccccc12	-0.41	i	i
O=C(CN1C(=O)CSC1=O)NCc1ccccc1	-1.03	i	i
COc1cccc(NC(=O)C2CC2(c2cccc(OC)c2)c2cccc(OC)c2)c1 (stereo not given)	0.45	i	i
O=C(Nc1ccc(Cc2ccncc2)cc1)c1ccco1	-1.65	i	i
C[C@@H](C(=O)N1CCN(C(=O)OC(C)(C)C)CC1)n1cc(CCCN=C(NC(=O)OC(C)(C)C)NC(=O)OC(C)(C)C)nn1	-0.12	i	i
CCOC(=O)c1cnc(-n2cc(C)cn2)nc1NCc1ccc2c(c1)OCO2	-1.75	i	i
CCOc1cc(N2CCOCC2)c(OCC)cc1NS(=O)(=O)c1cc(NC(C)=O)ccc1OC	-0.43	i	i

Given with two lines to a compound: part of the list above
Below each SMILES – Kir21 inh, CHT block, KCNQ2 block
- O=C(COC(=O)c1ccc2c(c1)OCCO2)NCCC1=CCCCC1
 : -0.64, i, i
- O=C(Nc1ccc(Cc2ccncc2)cc1)c1ccco1
 : -1.65, i, i
- Cc1nn(-c2ccccc2)c(C)c1/C=N/n1cnnc1
 : 0.77, i, i
- CCOC(=O)c1cnc(-n2cc(C)cn2)nc1NCc1ccc2c(c1)OCO2
 : -1.75, i, i
- COc1cccc(NC(=O)C2CC2(c2cccc(OC)c2)c2cccc(OC)c2)c1 (stereo not given)
 : 0.45, i, i
- C=C(C)Cn1c(=O)c(NC(=O)c2ccccc2)c2n(c1=S)CCC2
 : 0.15, i, i

The listing continues.
SMILES	Kir21 inh	CHT block	KCNQ2 block
CCC(=O)Nc1cccc2ccccc12	-1.35	i	i
COc1ccc(CNC(=O)CCn2c(=O)oc3ccccc32)c(OC)c1	-1.61	i	i
CCN(C(=O)CCS(=O)(=O)c1ccc2c(c1)oc(=O)n2C)c1ccc(OC)cc1	0.72	i	i
CC1=CCC(C(=O)O)C(C(=O)O)C1 (stereo not given)	0.41	i	i
COc1ccc(N2CCN(C(=O)Cn3c(=O)c4cccn4c4cccnc43)CC2)cc1	1.21	i	i
O=C(COc1ccc2ccc(=O)oc2c1)NCc1ccccn1	1.27	i	i
COc1cc(/C=N/Nc2ccccc2[N+](=O)[O-])cc(OC)c1O	-0.99	i	i
Cc1cccc(NC(=O)CSc2nc3c(oc4ccccc43)c(=O)n2-c2ccccc2)c1	0.38	i	i
Cc1nn(CCOc2ccccc2)c(=O)n1-c1c(F)cccc1F	1.4	i	i
O=C(CCn1c(=S)oc2ccccc21)Nc1ccc(F)cc1	1.91	i	i
COC(=O)C1=NNC(C(=O)c2ccco2)C1c1ccc(OC)cc1 (stereo not given)	-0.05	i	i
CN1CCN(CCOc2ccc(-c3ccccc3)cc2)CC1	-0.35	i	i
CSc1ccc(CNC2CC2)cc1	0.01	i	i
O=C(CSc1nnc(-c2cccs2)o1)OC1CCCCC1	0.82	i	i

Not a hit list; any-hit rate near 2.6%.
